Screens deposited in PubChem BioAssay by National Center for Advancing Translational Sciences (NCATS).
HepG2 tox: HepG2 cytotoxicity, counter-screen for TGF-b inhibitors | HepG2 CAGA-GFP viability, ATP luminescence, 18 h | Potency, µM (doses to about 46.1 µM), for inactives: at the top dose activity change, negative = cytotoxicity, most hits filed as cytotoxic | 410,000 tested, 0.76% active | AID 588856; note: some results filed as inactive show a strong effect at the top dose
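HepG2 CAGA-GFP cells (1000/well, DMEM with 1% FBS) received compound, then TGF-beta at 500 pg/mL final, and were incubated 18 hours at 37 degrees C. Viability was read by CellTiter-Glo luminescence. Media-only wells were set as complete cell-killing and DMSO as no toxicity.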
S2 tox: reduces viability in counter-screen for ATXN expression inhibitors | S2 cells (HEK-293 line with an ATXN2-luciferase reporter) viability, CellTiter-Fluor protease fluorescence, 24 h | Potency, µM (series often up to 56.7 µM), hits mostly cytotoxic | 400,000 tested, 0.49% active; note: nearly all actives have a fitted effect of over 40% in size
TGFb inhibitor: inhibitors of TGF-b signaling; HepG2 CAGA-GFP TGF-b/SMAD3 reporter, GFP fluorescence, 18 h; TGF-beta stimulated, 500 pg/mL final; Potency, µM (highest dose often 46.1 µM), inactives show at the highest dose activity, negative = inhibition, hits mostly inhibitors; 410,000 tested, 1.2% active; AID 588855; note: % is set by controls: 0 for no effect and ±100 for the full control effect; nearly all actives have a fitted effect of over 65% in size
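Smad-responsive CAGA-GFP expression was quantified in HEPG2 cells exposed to compounds and 500 pg/mL final TGF-beta for 18 h at 37 degrees C; unstimulated wells defined full inhibition.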
MCF10A rerep: inducers of DNA re-replication in MCF 10A breast cells. Potency, µM (highest dose often 46.1 µM), for the others: at the highest dose activity, positive = re-replication, most hits filed as activators. MCF 10A DNA re-replication, Hoechst nuclear intensity, 48 h. AID 624296. 350,000 tested, 2.9% active; note: % of control where 0% means no effect; nearly all actives have a fitted effect of over 50% in size
Nrf2 inh: blocks Nrf2 signaling. A549 ARE-Fluc reporter, luciferase luminescence, 18-24 h. Potency, µM (titrated, usually from 46 µM), for the others: at the highest dose activity change, negative = inhibition, hits mostly inhibitors. 360,000 tested, 2.1% active. AID 504444; note: % is set by controls: 0 for no effect and ±100 for the full control effect; nearly all actives have a fitted effect of over 60% in size
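A549 ARE_Fluc cells (5000/well, 5% FBS OPTI-MEM) pre-incubated 2 h, then treated with compounds 18-24 h at 37C/5% CO2 in concentration-response. CellTiter-Fluor viability read first; BugLite luciferase luminescence after 15 min at room temperature gives Nrf2 activity.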
Nrf2 activator: Nrf2 pathway activation; 410,000 tested, 0.31% active; AID 624171; AREc32 ARE-luciferase reporter (MCF7-derived line), luminescence, 24 h; Potency, µM (top dose mostly 46.1 µM), for the others: top-dose activation, actives largely listed as activators; note: % of control where 0% means no effect; nearly all actives have a fitted effect of over 65% in size
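Reporter line AREc32 (ARE-Fluc), seeded overnight in OPTI-MEM with 5% FBS; compound pin-transferred, 24 hr at 37 deg C, 5% CO2; luminescent read-out.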
ATXN2 expr inh: inhibitors of ATXN2 expression | HEK-293 ATXN2-luciferase reporter, luminescence, 24 h | Potency, µM (series often up to 57 µM), inactives show at the top dose activity change, negative = inhibition, most hits filed as inhibitors | 360,000 tested, 0.72% active; note: % is set by controls: 0 for no effect and ±100 for the full control effect; nearly all actives have a fitted effect of over 55% in size
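ATXN2-luciferase reporter cells (luciferase flanked by upstream and downstream ATXN2 gene portions) were treated 24 h at 37 °C with compounds at up to 57 uM. SteadyGlo luminescence gave expression; GF-AFC fluorescence gave viability.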
A549 tox: A549 cytotoxicity, counter-screen for Nrf2 inhibitors. 390,000 tested, 0.16% active. Potency, µM (top dose mostly 46 µM), for the others: top-dose activity change, negative = cytotoxicity, actives largely listed as inhibitors. AID 504648. A549 ARE-Fluc cells, CellTiter-Fluor viability, 18-24 h; note: % is set by controls: 0 for no effect and ±100 for the full control effect
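A549 ARE_Fluc cells in 5% FBS OPTI-MEM were exposed to compounds in concentration-response for 18-24 h at 37 deg C. Viability was read by CellTiter-Fluor fluorescence (Ex 405/Em 525) after 30 min, before the luciferase read.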
EPAC2 antag: antagonists of human EPAC2; Q8WZA2; EPAC2 GEF exchange of Rap1B-BODIPY-GDP, fluorescence; Potency, µM (top dose mostly 114 µM), without a hit: at the top dose activity, negative = inhibition, actives largely listed as inhibitors; 360,000 tested, 0.18% active; AID 720708; note: % is set by controls: 0 for no effect and ±100 for the full control effect; nearly all actives have a fitted effect of over 45% in size; many of its hits are not listed in these tables
Target sequence (Q8WZA2 whole entry, looked up): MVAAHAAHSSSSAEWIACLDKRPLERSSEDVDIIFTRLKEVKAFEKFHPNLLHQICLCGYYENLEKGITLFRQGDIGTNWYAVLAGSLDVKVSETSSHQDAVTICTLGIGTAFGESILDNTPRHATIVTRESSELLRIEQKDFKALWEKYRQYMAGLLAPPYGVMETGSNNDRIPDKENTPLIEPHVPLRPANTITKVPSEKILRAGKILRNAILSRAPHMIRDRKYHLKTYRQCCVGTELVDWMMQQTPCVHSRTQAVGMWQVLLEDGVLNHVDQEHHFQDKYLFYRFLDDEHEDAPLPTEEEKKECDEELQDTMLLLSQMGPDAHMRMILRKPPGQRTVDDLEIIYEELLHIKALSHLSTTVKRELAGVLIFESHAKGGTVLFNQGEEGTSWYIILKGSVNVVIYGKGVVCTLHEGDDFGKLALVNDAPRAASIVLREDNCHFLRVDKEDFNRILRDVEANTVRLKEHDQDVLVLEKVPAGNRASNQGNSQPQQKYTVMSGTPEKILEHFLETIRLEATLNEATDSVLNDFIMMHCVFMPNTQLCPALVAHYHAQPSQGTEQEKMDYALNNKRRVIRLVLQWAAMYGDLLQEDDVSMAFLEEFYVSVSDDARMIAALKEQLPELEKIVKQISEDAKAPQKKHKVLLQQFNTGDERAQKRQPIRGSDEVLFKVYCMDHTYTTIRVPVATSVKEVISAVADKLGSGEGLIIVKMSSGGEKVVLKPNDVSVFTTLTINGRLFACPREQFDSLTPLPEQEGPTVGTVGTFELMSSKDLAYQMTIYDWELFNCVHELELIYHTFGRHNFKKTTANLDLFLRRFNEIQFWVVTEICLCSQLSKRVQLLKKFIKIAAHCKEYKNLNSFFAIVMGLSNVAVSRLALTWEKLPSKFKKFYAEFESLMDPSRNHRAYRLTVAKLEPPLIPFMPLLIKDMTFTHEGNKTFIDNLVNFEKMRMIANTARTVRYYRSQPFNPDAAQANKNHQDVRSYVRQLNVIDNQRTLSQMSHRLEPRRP
* marks the source's active call; other numbers are inactive results; i = inactive; ? = inconclusive; . = not tested or not shown; [ ] = remark or other dose. Calls come from the whole dose curve; as a rule, active = well fitted curve in the direction sought with a large enough effect; inconclusive = small, poorly fitted or top-dose-only effect, or another doubt; inactive = no such curve, though single readings can be large; an effect the other way counts as inactive or inconclusive. Potency is the fitted concentration of half-maximal effect.

SMILES	HepG2 tox	S2 tox	TGFb inhibitor	MCF10A rerep	Nrf2 inh	Nrf2 activator	ATXN2 expr inh	A549 tox	EPAC2 antag
COc1ccc(C(=O)OCCc2cc3ccccc3c(=O)o2)cc1	-2%	i	-1%	-16%	-16%	7.7%	4%	0%	-9%
Cc1ccc(C(=O)c2oc3ccccc3c2NC(=O)COc2ccc(C(C)(C)C)cc2)cc1	0%	i	2%	.	0%	4.7%	4%	-2%	.
Cc1[nH]n(C(N)=S)c(=O)c1N=Nc1cc(-c2ccc(Br)cc2)[nH]n1	7%	i	1%	?	2%	2.3%	21%	-4%	-22%
Cc1ccc(C)c(NC(=O)C2CCCN(S(=O)(=O)c3cccc4nsnc34)C2)c1 (configuration not stated)	-4%	i	?	.	-15%	0.0%	8%	-1%	.
COc1ccccc1C(=O)NNC(=O)c1cccc([N+](=O)[O-])c1	2%	i	11%	-2%	0%	16%	-5%	1%	12%
COc1ccc(C(=O)NC(=S)NNC(=O)c2ccc(O)cc2)cc1[N+](=O)[O-]	0%	i	-13%	-18%	0%	0.2%	9%	-4%	2%
Cc1ccc(N2CC(C(=O)N/N=C/c3c(F)cccc3Cl)CC2=O)cc1 (configuration not stated)	-13%	i	-10%	12%	-5%	-0.9%	3%	-5%	-11%
CCN1CCN(CCC(=O)Nc2ccc(Br)cc2)CC1	3%	i	-6%	9%	-12%	-0.3%	-12%	16%	-5%
CN(C(=O)CS(=O)(=O)c1cn(CC(=O)N2CCCCC2)c2ccccc12)c1ccccc1	0%	?	-6%	-3%	0%	0.0%	6%	-1%	10%
CCOC(=O)C1=C(C)N(C)C(=O)NC1c1c(O)ccc2ccccc12 (configuration not stated)	6%	i	21%	2%	-3%	1.8%	-9%	-8%	7%

Ordered by value in EPAC2 antag (largest number first): some entries from above.
SMILES | EPAC2 antag
COc1ccccc1C(=O)NNC(=O)c1cccc([N+](=O)[O-])c1 | 12%
CCOC(=O)C1=C(C)N(C)C(=O)NC1c1c(O)ccc2ccccc12 (configuration not stated) | 7%
COc1ccc(C(=O)NC(=S)NNC(=O)c2ccc(O)cc2)cc1[N+](=O)[O-] | 2%

(cont.)
SMILES	HepG2 tox	S2 tox	TGFb inhibitor	MCF10A rerep	Nrf2 inh	Nrf2 activator	ATXN2 expr inh	A549 tox	EPAC2 antag
Cc1ccc(NC(=O)CN2C(=O)S/C(=C/c3ccncc3)C2=O)cc1	-6%	i	11%	4%	-2%	7.2%	21%	-1%	-4%
CCCn1nc(C(=O)Nc2nc(-c3ccccn3)cs2)c2ccccc2c1=O	-48%	i	?	23µM*	8.2µM*	3.0%	22µM*	-23%	7%
COc1ccc(CCC(=O)Nc2nc3ccccc3[nH]2)cc1OC	-2%	i	?	1%	-3%	2.5%	3%	-3%	8%
CCn1c(CCc2ccccc2)nnc1SCC(N)=O	6%	i	0%	-9%	-6%	-0.8%[9.22 µM]	1%	10%	5%
Cc1cc(C)c(C)c(S(=O)(=O)N2CCN(C(=O)c3cc(S(=O)(=O)N4CCOCC4)ccc3F)CC2)c1C	-16%	i	-30%	-5%	-9%	-0.2%	.	16%	-14%
CC(C)C(NC(=O)c1ccccc1F)C(=O)NCc1ccc(S(=O)(=O)N2CCOCC2)cc1 (configuration not stated)	2%	i	9%	-24%	-11%	0.1%	-5%	-14%	-3%
COc1ccccc1C(=O)Nc1cccc(C(=O)OCc2cc(=O)n3ccsc3n2)c1	2%	i	7%	.	.	1.0%	3%	-2%	.
CCCn1c(N)c(NCCN2CCOCC2)c(=O)n(CC(=O)NCc2ccccc2)c1=O	-4%	i	-6%	3%	2%	-0.2%	.	1%	3%
O=C(CSc1nn(-c2ccc(F)cc2)c(=S)s1)NC1CCS(=O)(=O)C1 (configuration not stated)	0%	i	?	-43%[inhibitor]	4%	3.6%	-4%	3%	35%[activator]
CSCCC(NC(=O)c1ccccc1)C(=O)NCc1ccco1 (configuration not stated)	-2%	i	0%	11%	13%	0.5%	5%	8%	2%
Cn1cc(S(=O)(=O)N2CCN(c3cccc(C(F)(F)F)c3)CC2)c(=O)n(C)c1=O	0%	?	-18%	-2%	13%	0.1%	-9%	-1%	-10%
O=C(CCOc1ccccc1)Nc1ccc(Cl)c(S(=O)(=O)N2CCOCC2)c1	4%	?	-24%	10%	-9%	16%	12%	1%	-6%
COc1ccc2c(c1)O[C@@H](c1cccc(C(F)(F)F)c1)[C@H](OC(=O)Nc1ccc(OC(F)F)cc1)C2=O	-6%	i	?	?	-14%	0.7%	-17%	-11%	-21%
CCC(=O)N1CCc2cc(Br)cc(S(=O)(=O)NCc3ccccc3OC)c21	-1%	i	-1%	8%	0%	-0.5%	-11%	3%	6%
CCOc1ccc(S(=O)(=O)NCCC2=CCCCC2)c2ccccc12	0%	i	?	?	-27%	0.7%	-22%	-1%	-8%
Cc1ccccc1NC(=O)CON=C(N)c1ccccc1	-3%	i	4%	-1%	-1%	-0.3%	1%	0%	-4%
CCOC(=O)c1cc(-c2ccccc2)n(CC2CC(c3ccc(OC)cc3)=NO2)n1 (configuration not stated)	-34%	?	9%	-1%	?	-0.4%	?	-7%	-15%
CCCCCc1c(O)nc(SCCN(CC)CC)[nH]c1=O	11%	i	-2%	2%	8%	0.3%	4%	11%	0%
CCN(CC1CCCO1)C(=O)CCc1nnc(CCc2ccccc2OC)o1 (configuration not stated)	1%	i	0%	0%	4%	-0.3%	19%	-1%	6%
Nc1ccc(C(=O)NCCCCCCNC(=O)c2ccc(N)cc2)cc1	-27%	i	-15%	-3%	1%	-0.4%	-1%	1%	8%

Entries of single compounds from above. Screens in order: HepG2 tox	S2 tox	TGFb inhibitor	MCF10A rerep	Nrf2 inh	Nrf2 activator	ATXN2 expr inh	A549 tox	EPAC2 antag
Results for COc1ccc2c(c1)O[C@@H](c1cccc(C(F)(F)F)c1)[C@H](OC(=O)Nc1ccc(OC(F)F)cc1)C2=O → -6%	i	?	?	-14%	0.7%	-17%	-11%	-21%
Results for CCOc1ccc(S(=O)(=O)NCCC2=CCCCC2)c2ccccc12 → 0%	i	?	?	-27%	0.7%	-22%	-1%	-8%
Results for CCN(CC1CCCO1)C(=O)CCc1nnc(CCc2ccccc2OC)o1 (configuration not stated) → 1%	i	0%	0%	4%	-0.3%	19%	-1%	6%
Results for CCOC(=O)c1cc(-c2ccccc2)n(CC2CC(c3ccc(OC)cc3)=NO2)n1 (configuration not stated) → -34%	?	9%	-1%	?	-0.4%	?	-7%	-15%
Results for O=C(CCOc1ccccc1)Nc1ccc(Cl)c(S(=O)(=O)N2CCOCC2)c1 → 4%	?	-24%	10%	-9%	16%	12%	1%	-6%

Next compounds
SMILES	HepG2 tox	S2 tox	TGFb inhibitor	MCF10A rerep	Nrf2 inh	Nrf2 activator	ATXN2 expr inh	A549 tox	EPAC2 antag
CCN(C(=S)Nc1ccccc1F)C1CCCCC1	0%	i	-24%	3%	-7%	0.2%	6%	-1%	0%
O=C(Nc1ncccc1O)c1c(O)c2ccccc2[nH]c1=O	-6%	?	-22%	?	?	7.1%	.	-27%	?
C(=N\Nc1nc2ccccc2[nH]1)/c1c[nH]c2ccccc12	2%	i	?	?	?	?	47%[activator]	0%	-5%
COc1cc(/C=N/NC(=O)c2ccncc2)cc(OC)c1OC	-12%	i	21%	?	-9%	-0.8%	-6%	-6%	1%
COc1ccc(NC(=O)Nc2nnc([C@H]3C[C@H](O)[C@@H](CO)O3)s2)cc1	3%	i	2%	.	.	-1.1%	12%	.	-3%
CCCc1cc(=O)oc2cc(OCC(=O)NC(Cc3c[nH]c4ccc(O)cc34)C(=O)O)c(Cl)cc12 (configuration not stated)	-15%	i	6%	-2%	-11%	-1.2%	-4%	1%	-23%
CC(=O)c1sc(C(C)(C)C)cc1NC(=O)/C=C/C(=O)O	-4%	i	-1%	?	-20%	16µM*	?	-1%	0%
COc1ccc(NC(=O)Nc2ccc3c(c2)C(=O)N([C@H](C)CO)C[C@H](C)[C@@H](CN(C)S(=O)(=O)c2ccc(F)cc2)O3)cc1	-6%	i	3%	12%	2%	4.4%	1%	11%	0%
CNC(=O)c1c(NC(=O)c2ccc(S(=O)(=O)N3CCCCC3)cc2)sc2c1CCN(C(C)C)C2	-21%	i	-19%	28%	2%	0.6%	-13%	-8%	-18%
CCCn1c(=N)n(CC(O)c2ccc(C)cc2)c2ccccc21 (configuration not stated)	-45%	i	-19%	-2%	22%	0.8%	-27%	-3%	10%
COc1ccc(-c2nnc(SC(C)C(=O)NCc3ccc4c(c3)OCO4)n2Cc2ccco2)cc1 (configuration not stated)	1%	?	?	3%	5%	-0.2%	-9%	-1%	1%
CCCCOC(=O)C1=C(C)Nc2nnnn2C1c1ccc(OC)c(OC)c1OC (configuration not stated)	-35%	.	0%	0%	-4%	0.1%	.	-13%	-12%
CC(C)(C)S(=O)N1Cc2cc(C(=O)NCc3ccc4c(c3)OCO4)nc(-c3cccc(-c4cc5ccccc5o4)c3)c2[C@@H]1CCO (some centres not stated)	-65%	.	?	.	.	18%	22µM*	.	5%

No new results follow: an excerpt of the list.
SMILES	HepG2 tox	S2 tox	TGFb inhibitor	MCF10A rerep	Nrf2 inh	Nrf2 activator	ATXN2 expr inh	A549 tox	EPAC2 antag
COc1ccc(NC(=O)Nc2ccc3c(c2)C(=O)N([C@H](C)CO)C[C@H](C)[C@@H](CN(C)S(=O)(=O)c2ccc(F)cc2)O3)cc1	-6%	i	3%	12%	2%	4.4%	1%	11%	0%
CNC(=O)c1c(NC(=O)c2ccc(S(=O)(=O)N3CCCCC3)cc2)sc2c1CCN(C(C)C)C2	-21%	i	-19%	28%	2%	0.6%	-13%	-8%	-18%
CCCn1c(=N)n(CC(O)c2ccc(C)cc2)c2ccccc21 (configuration not stated)	-45%	i	-19%	-2%	22%	0.8%	-27%	-3%	10%

These rows are one share of the data; count on the stated rates, not on these rows.
